Screening results deposited in PubChem by several laboratories.
SR-BI DiI inh: blocks mouse SR-BI lipid uptake from DiI-HDL | 320,000 compounds, 0.96% hits | AID 488896 | ldlA[mSR-BI] CHO cells, DiI-HDL uptake fluorescence, 3 h | Q61009 | inhibition, % at 12.5 µM;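 active = mean replicate inhibition of at least 70% and a set share of replicates each scoring 70 or more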;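 note: 0% = median of neutral control wells and 100% = median of positive control wells; values of inactives mirror those of a sister screen read the other way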
DSG3 Ab inh: inhibitors of pemphigus antibody binding to human desmoglein-3. P32926. DSG3-coupled beads, scFv-anti-DSG3-GFP binding, flow cytometry; active compounds read low. binding (percent of control), % at 10 µM. 310,000 compounds, 0.48% hits;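 active = binding more than 3 SD below its plate's average and above zero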;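 note: hits lower antibody fragment binding to DSG3; some compounds called inactive have numbers as strong as hits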
NSD2 HMT inh: blocks human histone methyltransferase NSD2; NSD2 peptide methylation, AlphaScreen, 120 min; inhibition, % at 12.5 µM; 310,000 compounds, 0.54% hits; in the data active = inhibition above about 50%
Arrestin-AP2 inh: inhibitors of human beta-arrestin and AP2 interaction; FITC-arrestin peptide / GST-AP2 beads, flow cytometry; AP2 beta2 appendage carries R879A mutation; inhibition, % at 10 µM; 340,000 compounds, 0.31% hits;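 active = inhibition above a set limit, near 3 SD of compounds lacking own fluorescence, cut at about 54% in these data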;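 note: plate controls were DMSO wells for no effect and 5 µM unlabelled arrestin peptide for full effect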
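Material – AP2 appendage R879A on GSH beads · Buffer or medium – PBS with 0.05% Tween 20 and 0.1% BSA · Probe or stimulus – fluorescein-tagged arrestin peptide at 50 nM final · Incubation – compound with beads 12 min RT, then probe 1 h RT · Detection – high-throughput flow cytometry of beads, ex 488, em 535 nm · Evaluation – percent response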
PKA-R1A activ: PKA-R1A complex activation; AID 504707; 340,000 compounds, 0.083% hits; activation, % at 11.4 µM; PKA-R1A dissociation, Cy5-IP20 fluorescence polarization; scaled: DMSO 0%, 113 µM cGMP 100%;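 active = percent activation above the mean of all tested compounds plus 3 SD, cut at about 19% in these data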;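 note: higher means more PKAc released from R1A so a rise in polarization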
MITF TRPM1 HTS: activators of MITF-driven TRPM1 promoter activity in SK-MEL-5 cells. 300,000 compounds, 0.75% hits. activation, % at 12.5 µM. SK-MEL-5 TRPM1-promoter luciferase, 24 h; % of positive control, neutral wells = 0;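 active = mean activation of at least 80% with every replicate also reaching 80%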;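 note: 0% = neutral control wells and 100% = parthenolide positive control wells; values of inactives mirror those of a sister screen read the other way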
PKA-R2B act: activates the human PKA-R2B holoenzyme complex | 340,000 compounds, 0.079% hits | activation, % at 11.4 µM | PKA-R2B holoenzyme dissociation, Cy5-IP20 fluorescence polarization; R2B truncated from residue 108, S112A mutant; 0% DMSO only, 100% 113 µM cGMP;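 active = activation above a cutoff set at the mean over all compounds plus 3 SD, cut at about 18% in these data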;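 note: higher means more holoenzyme dissociation and a rise in polarization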
Target sequence (P31323 whole entry, looked up, other chains not shown, the tested form may be a part): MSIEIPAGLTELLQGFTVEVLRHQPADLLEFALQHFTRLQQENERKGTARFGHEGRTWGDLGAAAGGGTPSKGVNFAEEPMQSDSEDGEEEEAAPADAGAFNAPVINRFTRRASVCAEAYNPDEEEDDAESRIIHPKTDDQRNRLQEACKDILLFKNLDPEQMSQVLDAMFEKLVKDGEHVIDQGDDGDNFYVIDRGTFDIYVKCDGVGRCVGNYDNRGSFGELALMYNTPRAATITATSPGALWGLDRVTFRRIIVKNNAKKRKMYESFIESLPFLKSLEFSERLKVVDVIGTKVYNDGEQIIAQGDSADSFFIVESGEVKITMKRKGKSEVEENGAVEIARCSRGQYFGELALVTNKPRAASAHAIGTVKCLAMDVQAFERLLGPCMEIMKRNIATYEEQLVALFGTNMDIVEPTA
SR-BI DiI-HDL act: activators of SR-BI mediated HDL lipid uptake | 320,000 compounds, 0.096% hits | AID 504775 | CHO ldlA[mSR-BI] cells, DiI-HDL uptake fluorescence, 3 h; 100 = double the neutral-control signal | activation, % at 12.5 µM;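 active = mean replicate activation of at least 60% and every replicate at or above 60%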;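 note: 0% = median plate neutral-control signal and 100% = twice that signal; values of inactives mirror those of a sister screen read the other way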
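material = CHO ldlA[mSR-BI] cells | medium = Ham's F12 with 0.5% BSA, HEPES 25 mM, pH 7.4 | reagent = fluorescent DiI-HDL, 10 µg/mL final | compound dosing = single-point compound dose | incubation = 3 h, 37 °C | measured by = bottom-read fluorescence, 550/595 nm | measure = HDL uptake via cellular fluorescence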
dFosB activator: enhances mouse delta FosB homodimer DNA binding | AID 493131 | 340,000 compounds, 0.99% hits | purified delta FosB, TAMRA-CDK5 oligo fluorescence polarization; percent of positive-control signal above neutral wells | activation, % at 25 µM;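 active = mean activation above about 17%, with every replicate also reaching it, limit read from the data, passing the limit was not always enough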;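 note: fluorescence polarization rise as delta FosB binds a TAMRA Cdk5 AP-1 oligo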
Target sequence (P13346 whole entry, looked up): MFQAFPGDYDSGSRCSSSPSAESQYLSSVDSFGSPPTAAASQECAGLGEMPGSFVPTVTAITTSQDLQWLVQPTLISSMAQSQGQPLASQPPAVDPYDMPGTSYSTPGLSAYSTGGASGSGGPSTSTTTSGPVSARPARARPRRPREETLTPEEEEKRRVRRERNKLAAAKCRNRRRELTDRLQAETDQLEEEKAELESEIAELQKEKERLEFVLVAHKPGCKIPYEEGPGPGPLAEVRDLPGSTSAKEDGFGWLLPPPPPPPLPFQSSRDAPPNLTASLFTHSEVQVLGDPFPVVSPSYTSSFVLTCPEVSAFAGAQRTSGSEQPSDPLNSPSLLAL
Mot1-301 SUMO: blocks SUMOylation pathway, rescuing yeast Mot1-301 growth; AID 2716; 320,000 compounds, 1% hits; growth rescue, % at 18.8 µM; S. cerevisiae Mot1-301 growth rescue, ATP luminescence, 38.5C; percent above DMSO median, 100 means doubled;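 active = every valid replicate shows activation above 250% relative to neutral control wells; inactive = the rest, any valid replicate at or below 250%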;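 note: OY570 slx delta 5 strain wells were the positive control but not used for scaling; some compounds called inactive have numbers as strong as hits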
CDK5 inh: inhibitors of human CDK5/p35 kinase | Q00535+Q15078 | Recombinant CDK5/p35, ADP-Glo luminescence, 60 min | inhibition, % at 10 µM | 330,000 compounds, 0.01% hits;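 active = highest replicate inhibition of at least 50% and at least 75% of replicates reaching 50%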;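 note: plate controls were DMSO neutral control for no effect and GW8510 at 10 µM for full effect; many of its hits are not listed in these tables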
Starred values were filed as active, the others as inactive; . = no result given.

The line under a structure holds: dFosB activator | CDK5 inh | DSG3 Ab inh | Mot1-301 SUMO | PKA-R1A activ | Arrestin-AP2 inh | SR-BI DiI-HDL act | NSD2 HMT inh | SR-BI DiI inh | MITF TRPM1 HTS | PKA-R2B act
> O=C(c1ccco1)N(CC1CCCO1)c1nc(-c2ccccc2)cs1 (centres undefined)
→ -10 | -1.9 | 106 | 0 | -15 | 1 | -37 | -1 | 37 | 0 | 12
> COc1ccc(C(=O)NC2=C(C#N)CCC2)cc1OC
→ -1 | -0.7 | 97 | 3 | -2 | 6 | 13 | 3 | -13 | -1 | -9
> COc1cc(/C=C/C(=O)N2CCCC2)cc(OC)c1OC
→ -2 | 0.0 | 104 | -10 | 7 | 0 | 27 | 0 | 5 | 4 | -11
> Cn1cnc(S(=O)(=O)N2CCc3ccccc32)c1
→ 3 | -0.2 | 120 | -6 | -4 | 9 | 23 | 1 | -23 | -7 | -11
> CCOC(=O)c1ccc(-c2cccc(C(F)(F)F)c2)nc1C
→ 0 | -0.9 | 103 | . | -6 | -2 | -12 | 1 | 12 | 48 | -6
> CCOC(=O)CSc1ccc2ccccc2n1
→ -11 | 1.6 | . | -7 | -5 | -13 | 8 | -4 | -8 | 8 | -3
> COC(=O)NCC(c1cccnc1)N1CCN(c2ccccc2)CC1 (centres undefined)
→ -1 | 1.8 | 105 | 7 | 4 | 15 | 9 | . | -9 | . | 4
> O=C(CCC(=O)N1CCN(c2ccccc2)CC1)Nc1nnc(C2CCCCC2)s1
→ -2 | -0.3 | . | -9 | -8 | 33 | 25 | 4 | -25 | -8 | 6
> CCCCc1ccc(S(=O)(=O)N2CCN(C(=O)c3ccco3)CC2)cc1
→ -12 | 0.3 | 105 | -34 | -9 | 3 | 7 | 0 | -7 | -6 | -19
> CCn1nc(C)cc1C(=O)N1CCCC(CCC(=O)NCc2ccccc2F)C1 (centres undefined)
→ -3 | -1.5 | . | 0 | -2 | -2 | 11 | -4 | -11 | -8 | -5
> Cc1ccc(CCNC(=O)c2ccc(CS(=O)(=O)Cc3ccc(F)cc3)o2)cc1
→ -2 | 1.0 | 128 | 9 | -14 | 13 | -12 | -3 | 12 | 7 | -15
> Cc1ccc(NS(=O)(=O)c2cc(C(=O)N3CCOCC3)ccc2C)cc1
→ 2 | -0.4 | 102 | -15 | 4 | 16 | -10 | 0 | 10 | -9 | -3
> COc1ccc(NC(=O)CSc2n[nH]c(-c3ccncc3)n2)c([N+](=O)[O-])c1
→ -7 | -1.0 | 113 | -1 | -19 | -1 | 26 | 11 | -26 | -10 | -6
> CC(C)(C)OC(=O)N1C[C@H](O)C[C@H]1C(=O)OCC(=O)c1ccc([N+](=O)[O-])cc1
→ -1 | 0.3 | . | 86 | -16 | -9 | 1 | 0 | -1 | -1 | 2
> O=C(Nc1ccccc1)c1cccc(N2C(=O)C3C4CC(C(Br)C4Br)C3C2=O)c1 (centres undefined)
→ 3 | -0.4 | 98 | 13 | -20 | 15 | -23 | 0 | 23 | 4 | -10
> Cc1nn(CC(=O)NCc2ccc(Cl)cc2)c(C)c1[N+](=O)[O-]
→ 2 | -1.7 | 103 | -4 | 8 | 4 | 3 | -1 | -3 | 12 | 0
> COC(=O)c1ccc(COc2cccc(C)c2C)cc1
→ -7 | 0.0 | 105 | 21 | -14 | 27 | -11 | -1 | 11 | 69 | -7
> Cc1ccccc1OCC(=O)Nc1ccccc1-c1ccccc1NC(=O)COc1ccccc1C
→ -9 | -1.9 | 101 | 0 | -17 | 44 | -29 | 20 | 29 | -12 | -2
> CCCNC(=O)C(=O)Nc1ccc(N(C)C)cc1
→ 0 | -1.3 | 104 | 159 | 6 | 0 | -10 | 3 | 10 | 72 | -4
> C#CCOCCOCCOCCNc1nc(N2CCN(C(=O)Cn3cc(CCCN=C(N)N)nn3)CC2)nc(N2CCN(C(=O)[C@H]([C@@H](C)CC)n3cc(CCCCN)nn3)CC2)n1
→ 4 | 0.5 | 108 | 7 | -2 | 0 | 24 | . | -24 | 1 | -14
> O=C(Cc1c[nH]c2ccccc12)Nc1ccc(N2CCOCC2)cc1
→ 5 | 0.6 | . | 152 | -4 | 17 | -48 | 22 | 48 | -15 | 6
> COc1cccc2sc(Nc3nc(C)c(C(C)=O)s3)nc12
→ 0 | 0.8 | 106 | 4 | 0 | 1 | -1 | 0 | 1 | -9 | -8
> N#CC(c1ccccc1)N(CCCCl)C(=O)c1ccc(Br)cc1 (centres undefined)
→ -5 | 0.3 | 106 | 136 | -1 | -1 | 0 | -1 | 0 | 24 | -9
> O=C(NC1CCCC1)c1ccc(CSc2nc3ccncc3n2Cc2ccc(F)cc2)cc1
→ -2 | -3.1 | 87 | 1 | 2 | 3 | 8 | . | -8 | . | 11
> Cc1nc2ccccc2c2oc(C(=O)Nc3ccc4c(c3)OCCO4)cc12
→ 2 | -0.5 | 104 | 25 | -14 | 14 | -67 | . | 67 | 36 | 2
> C=CCn1c(SCC(=O)c2c(N)n(C)c(=O)n(C)c2=O)nnc1-c1ccccc1F
→ -4 | -1.0 | 103 | -15 | -7 | -2 | -5 | 6 | 5 | -12 | -4
> CCOC(=O)c1ccccc1N/C=C1\CCCCC1=O
→ -6 | 0.8 | 93 | 2 | -11 | -5 | 3 | 6 | -3 | -12 | -13
> O=C(c1cccc(N2C(=O)C3C4C=CC(C4)C3C2=O)c1)N1CCN(c2ccccc2F)CC1 (centres undefined)
→ -6 | 1.5 | 99 | 11 | -3 | -7 | -13 | 4 | 13 | -12 | -5
> COc1ccc(-c2noc3c2-c2nc(-c4cccc(C)c4)sc2CC3)cc1
→ 4 | -0.1 | 107 | -30 | -1 | 4 | -69 | . | 69 | 0 | 3
> O=S(=O)(c1ccccc1)c1nc(-c2cccs2)oc1NCc1cccnc1
→ -5 | -4.8 | 117 | 4 | -14 | -1 | 7 | -1 | -7 | -6 | 0
> CC(=O)C1=C(O)C(=O)N(CCN(C)C)C1c1ccc(Cl)cc1 (centres undefined)
→ 3 | -0.1 | 107 | . | -2 | -5 | -7 | 0 | 7 | -11 | 13
> CC1CCCN(S(=O)(=O)c2ccc3c(c2)CCN3C(=O)C2CCC2)C1 (centres undefined)
→ -7 | -2.1 | 106 | -17 | -4 | -1 | -4 | -7 | 4 | . | 6
> CCOc1ccc(C2NC(=S)NC3=C2CCc2ccccc23)cc1 (centres undefined)
→ -12 | 2.0 | 107 | 3 | -2 | -18 | 3 | 2 | -3 | . | 2
> CNC(=S)N(CCc1c(C)[nH]c2ccc(F)cc12)Cc1cccnc1
→ -2 | 0.9 | 93 | 354* | -5 | 27 | -45 | 20 | 45 | . | 7
> COCCN(C(=O)COC(=O)c1ccccc1Cc1ccccc1)c1c(N)n(Cc2ccccc2)c(=O)[nH]c1=O
→ -27 | 0.5 | 100 | -9 | -3 | -2 | -64 | -1 | 64 | 4 | -8
> Cc1ccc(Cn2nc(C)cc2C(=O)Nc2ccccc2Cl)cc1
→ -8 | -1.5 | 90 | 225 | -1 | 6 | 7 | -1 | -7 | 77 | -8
> CC(=O)N(O)CCCCCNC(=O)CCC(=O)N(O)CCCCCNC(=O)CCC(=O)N(O)CCCCCNC(=O)CCC(=O)O
→ 1 | -0.3 | 93 | . | -9 | -13 | 1 | . | -1 | 10 | -5
> Cc1cc(C)n(S(=O)(=O)c2ccc(C)c(C)c2C)n1
→ 2 | -0.5 | 97 | -19 | -3 | -7 | -20 | -2 | 20 | . | -13
> CC(C)C(=O)N1CCN(C2=NS(=O)(=O)c3ccccc32)CC1
→ -5 | 1.6 | 69 | -7 | 18 | 5 | -15 | 1 | 15 | 8 | 1
> COc1ccc(NC(=O)C(c2ccccc2)N(C)C(=O)c2ccc(=O)[nH]c2)cc1 (centres undefined)
→ -3 | 0.0 | 105 | 5 | -2 | -5 | 1 | -1 | -1 | -15 | -8
> CSc1ccc(S(=O)(=O)NCCCOC(C)C)cc1
→ -1 | 2.2 | 103 | 125 | -18 | -2 | 10 | -4 | -10 | 7 | -5
> CCOc1ccccc1NC(=O)N1CCCC1C(=O)Nc1ccc(-n2cnnn2)c(C)c1 (centres undefined)
→ -1 | -0.5 | 104 | -10 | -9 | 17 | -33 | 1 | 33 | 2 | -10
> Cc1ccc(Sc2cc(N3CCOCC3)nc(-c3ccccc3)n2)cc1
→ -15 | 0.2 | 103 | 51 | -5 | -1 | -63 | -2 | 63 | 8 | 4
> COc1ccc(NC(=O)c2ccc(N3C(=O)C4CC=C(Cl)CC4C3=O)cc2)cc1 (centres undefined)
→ 13 | -6.5 | 116 | 7 | 2 | 7 | -65 | 3 | 65 | . | -1
> Cc1cccc(-n2c(Cn3nc(C)c([N+](=O)[O-])c3C)n[nH]c2=S)c1
→ -10 | -0.2 | 107 | 2 | -5 | -4 | 20 | 125* | -20 | -1 | 2
> C=CCn1c(Cc2cccs2)nnc1SC/C=C/c1ccccc1
→ -10 | 0.7 | 104 | 0 | 1 | -2 | 18 | 0 | -18 | 7 | -9
> Cc1c(N=Cc2ccc(Br)s2)cccc1[N+](=O)[O-]
→ 4 | -0.5 | 102 | -7 | 3 | -1 | 18 | 27 | -18 | 0 | 2
> C=CCC1NS(=O)(=O)OC(CCc2ccccc2)C1O (centres undefined)
→ 0 | 0.1 | 101 | 4 | -4 | 35 | 18 | . | -18 | 5 | -7

Shown as a hit in NSD2 HMT inh (from the list above):
The line under a structure holds: dFosB activator | CDK5 inh | DSG3 Ab inh | Mot1-301 SUMO | PKA-R1A activ | Arrestin-AP2 inh | SR-BI DiI-HDL act | NSD2 HMT inh | SR-BI DiI inh | MITF TRPM1 HTS | PKA-R2B act
> Cc1cccc(-n2c(Cn3nc(C)c([N+](=O)[O-])c3C)n[nH]c2=S)c1
→ -10 | -0.2 | 107 | 2 | -5 | -4 | 20 | 125* | -20 | -1 | 2
